PriA SSB inh: K. pneumoniae PriA-SSBct interaction inhibition; AlphaScreen SSBct-PriA binding, biotinylated peptide; inhibition, % at 33 µM; actives 0.6% (n = 430,000); in the data active = inhibition mostly above about 37%, no sharp cut-off; inactive = mostly below about 20%;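 note: plate controls were negative control peptide for no effect and reference peptide for full effect; strong numbers were not always called active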
MazEF act: MazEF (E. coli) toxin RNase activation. activation, % at 20 µM. actives 0.32% (n = 350,000). P0AE70. FAM/BHQ RNA-DNA oligo cleavage fluorescence, 5 h; in the data active = activation above about 50%
Target sequence (P0AE70 whole entry, looked up): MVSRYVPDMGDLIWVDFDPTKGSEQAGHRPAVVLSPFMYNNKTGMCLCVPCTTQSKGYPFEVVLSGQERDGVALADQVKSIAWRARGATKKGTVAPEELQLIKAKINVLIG
CCHF vOTU inh: CCHFV vOTU protease inhibition. Pep-AMC fluorescence. inhibition, % at 11.5 µM. actives 0.55% (n = 370,000). AID 651958; in the data active = inhibition above about 30%; note: 0% = vehicle wells with enzyme and 100% = no enzyme wells
BoNT F protease: inhibitors of Botulinum neurotoxin F light chain protease. inhibition, % at 10 µM. Multiplex microsphere protease cleavage assay, flow cytometry. actives 0.22% (n = 360,000); in the data active = inhibition above about 35%, passing the limit was not always enough; inconclusive = no clear call, values can overlap the other calls; note: plate controls were buffer without enzyme for full effect and enzyme alone for no effect
BoNT A protease: blocks Botulinum neurotoxin A light chain protease; multiplex microsphere protease substrate cleavage, flow cytometry; inhibition, % at 10 µM; actives 0.17% (n = 360,000); note: plate controls were buffer without enzyme for full effect and enzyme alone for no effect
PrPC TRFRET: reduces human prion protein on the cell surface | P04156 | cell surface PrPC, TR-FRET read-out | inhibition, % at 13.8 µM | actives 0.43% (n = 370,000) | AID 720596; in the data active = inhibition above about 24%; note: 0% = median of the test wells and 100% = reference compound wells
Anthrax LF inh2: blocks Bacillus anthracis lethal factor protease; P15917; multiplex microsphere protease cleavage assay, LF; inhibition, % at 10 µM; actives 0.12% (n = 360,000); note: plate controls were buffer without enzyme for full effect and enzyme alone for no effect
Rv3671c protease: Rv3671c (M. tuberculosis) protease inhibition. P9WHR9. actives 0.048% (n = 320,000). inhibition, % at 5.96 µM; in the data active = inhibition above about 38%;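 note: extracellular domain of Rv3671c used as enzyme; 0% = enzyme with DMSO and 100% = no enzyme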
Target sequence (P9WHR9 whole entry, looked up, the tested form may be a part): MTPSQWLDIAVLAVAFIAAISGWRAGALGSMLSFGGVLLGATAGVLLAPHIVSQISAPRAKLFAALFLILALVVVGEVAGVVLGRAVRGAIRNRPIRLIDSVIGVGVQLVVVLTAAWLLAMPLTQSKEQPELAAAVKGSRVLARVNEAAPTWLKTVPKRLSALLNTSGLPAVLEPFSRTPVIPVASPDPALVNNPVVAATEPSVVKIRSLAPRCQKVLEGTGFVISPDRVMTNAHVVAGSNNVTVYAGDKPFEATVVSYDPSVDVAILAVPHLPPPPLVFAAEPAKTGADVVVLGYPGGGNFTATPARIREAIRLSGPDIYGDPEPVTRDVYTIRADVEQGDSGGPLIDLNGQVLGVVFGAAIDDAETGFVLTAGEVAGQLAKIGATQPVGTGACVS
DUSP3 inh: inhibitors of human VHR1 phosphatase (DUSP3); P51452; recombinant VHR phosphatase, pNPP absorbance; inhibition, % at 13.3 µM; actives 0.52% (n = 290,000); AID 1654; in the data active = inhibition above about 50%; note: some compounds called inactive have numbers as strong as hits
Target sequence (P51452 whole entry, looked up): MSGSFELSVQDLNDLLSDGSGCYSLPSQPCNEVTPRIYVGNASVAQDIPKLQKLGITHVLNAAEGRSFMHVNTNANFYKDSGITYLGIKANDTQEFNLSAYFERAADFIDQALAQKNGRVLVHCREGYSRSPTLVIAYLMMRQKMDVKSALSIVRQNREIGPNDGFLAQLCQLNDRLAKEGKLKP
SARS 3CLpro inh: SARS-CoV 3CLpro protease inhibition. recombinant SARS-CoV 3CLpro, quenched FRET peptide cleavage. inhibition, % at 6 µM. actives 0.14% (n = 290,000). AID 1706; in the data active = inhibition above about 12%
The depositor's hits bear a star; u = inconclusive; x = no result given. Cut-off read from the data, not from the text of the source, unless noted: active = inhibition above about 30%; inconclusive = no clear call, values can overlap the other calls; inactive = below that.

Each structure is followed by: MazEF act | PrPC TRFRET | BoNT F protease | Anthrax LF inh2 | Rv3671c protease | SARS 3CLpro inh | DUSP3 inh | BoNT A protease | PriA SSB inh | CCHF vOTU inh
> CC(=O)c1ccc(OCc2cc(C(=O)N(C)Cc3ncc(C)[nH]3)no2)cc1
 : 6 | -1 | 1 | -1 | x | 4 | 23 | -1.7 | -6 | -6
> CC(=O)NC1=NN(C(C)=O)C(C)(CS(=O)(=O)c2ccc3ccccc3c2)S1 (configuration not stated)
 : -12 | -6 | -4 | -1 | 0 | 1 | 9 | -0.9 | -12 | 5
> CSc1cccc(NS(=O)(=O)c2ccc(-c3coc(C)n3)cc2)c1
 : -5 | 10 | 5 | 1 | -2 | 7 | -4 | 0.6 | 1 | 18
> COc1ccc(NC(C)=O)cc1S(=O)(=O)N1CCn2cccc2C1C (configuration not stated)
 : -4 | -4 | -17 | -12 | 2 | x | x | 1.5 | 8 | -4
> COC(=O)Cc1[nH]nc2c1C(C1C=CCCC1)C(C#N)=C(N)O2 (configuration not stated)
 : -3 | -5 | 0 | -2 | -1 | -2 | -6 | -0.1 | -11 | -9
> C=CCNC(=S)Nc1cccc(N)c1
 : -15 | 4 | -3 | 0 | 8 | 3 | 12 | 0.4 | 6 | 6
> Cc1ccc(S(N)(=O)=O)cc1NC(=O)/C=C/c1cccs1
 : -6 | -16 | u | 6 | -1 | -7 | 21 | 0.2 | -6 | 11
> CCCC(C(=O)O)n1c(O)c(C=C2N=c3ccccc3=N2)sc1=S (configuration not stated)
 : -5 | -3 | -2 | 0 | -2 | 3 | 23 | 1.5 | 7 | 6
> CCOC(=O)c1cc(S(=O)(=O)NCCc2ccccc2)cn1C
 : 4 | 5 | 6 | 1 | 2 | 2 | -4 | 0.6 | -4 | 17
> O=C(Nc1n[nH]c(C(F)(F)F)n1)C1CC1
 : 3 | -1 | 1 | -1 | 4 | -2 | -7 | 0.9 | 8 | 9
> CCCCn1c(N)c(N(CCOC)C(=O)c2ccc3c(c2)OCCO3)c(=O)[nH]c1=O
 : 3 | 0 | x | x | -1 | x | x | x | -4 | -7
> Cc1ccc2sc(N(CCCN(C)C)C(=O)c3ccc(S(=O)(=O)N4CCc5ccccc5C4)cc3)nc2c1C
 : -30 | -9 | 6 | 2 | 9 | x | x | -1.4 | 10 | 0
> O=C(CC(=O)c1ccccc1)Nc1cc(C(F)(F)F)ccc1Cl
 : -1 | -1 | -6 | -4 | -5 | 2 | 3 | -1.4 | -15 | -3
> Nc1cc(=O)[nH]n1C1CCCC1
 : 4 | 1 | -16 | -2 | 0 | -5 | 22 | -2.9 | -2 | -12
> Cn1ccsc1=NC(=O)c1ccc(S(=O)(=O)C(F)F)cc1
 : 19 | -4 | -3 | -2 | 0 | 3 | 18 | 1.0 | 2 | 4

(more compounds)
Each structure is followed by: MazEF act | PrPC TRFRET | BoNT F protease | Anthrax LF inh2 | Rv3671c protease | SARS 3CLpro inh | DUSP3 inh | BoNT A protease | PriA SSB inh | CCHF vOTU inh
> Cc1nn(-c2ccccc2)c2c1C(=O)N(Cc1ccccc1)C(=O)C(C)(C)C2
 : -7 | 1 | -11 | -6 | 5 | 5 | 27 | -1.0 | -2 | 19
> CCC1=Nc2cc(C(=O)N3CCCCC3)ccc2Sc2ccc(C)cc21
 : 4 | 2 | -1 | 1 | -3 | 3 | -22 | 1.4 | 18 | 16
> Cc1cc(C)c(S(=O)(=O)NC2CC(C)(C)NC(C)(C)C2)cc1Br
 : 18 | 5 | -6 | -3 | x | -2 | 19 | -2.3 | -9 | -12
> Cc1n[nH]c(C)c1S(=O)(=O)N1CCCCCC1
 : -4 | 2 | 6 | 0 | -1 | 8 | 6 | 0.2 | -5 | 0
> CC(C)CC(C(=O)OCC(=O)c1c(N)n(C)c(=O)n(C)c1=O)N1C(=O)c2ccccc2C1=O (configuration not stated)
 : -7 | 0 | -6 | -1 | -8 | 2 | 11 | 0.0 | 10 | 4
> O=C(CCNC(=O)c1ccccc1Cl)Nc1nc(-c2ccccc2Cl)cs1
 : -1 | 7 | 0 | -2 | -12 | -2 | -17 | 0.1 | 6 | 6
> Cc1ccc(-c2nc(CS(=O)CC(=O)NCc3ccc4c(c3)OCO4)c(C)o2)cc1 (configuration not stated)
 : 36 | x | -5 | 0 | 3 | 2 | 9 | -0.9 | -3 | x
> CC1(C)Cc2c(sc(NC(=O)COc3ccc(Cl)cc3)c2C(N)=O)C(C)(C)N1
 : -19 | 0 | -3 | -2 | -4 | 0 | 5 | 0.8 | 2 | -13
> O=[N+]([O-])c1cc(/C=N/n2c(-c3cccnc3)n[nH]c2=S)ccc1Cl
 : 2 | -12 | 3 | 1 | 3 | 4 | 8 | 0.1 | x | 8
> Cc1csc(SCc2nc3scc(-c4ccccc4)c3c(=O)[nH]2)n1
 : 3 | 2 | 3 | -9 | -5 | 3 | 24 | -0.4 | 4 | -2
> O=C(CNC(=O)c1ccc(Cl)cc1Cl)OCN1C(=O)c2ccccc2C1=O
 : -15 | 3 | -69 | -13 | 1 | x | x | -51 | -6 | -7
> CCCCn1cnc2c(c(-c3ccccc3)c(-c3ccccc3)n2Cc2ccco2)c1=N
 : 20 | -11 | u | u | 8 | 6 | 0 | -6.4 | 7 | 7
> COc1ccccc1OCCn1ccnc1
 : 3 | -3 | u | 13 | -1 | 4 | -8 | 0.4 | -13 | -1
> CCN(CC)c1nc2c(c(=O)[nH]c(=O)n2C)n1Cc1ccccc1
 : 6 | 2 | 10 | -10 | 2 | -2 | -8 | 0.3 | -6 | 4
> C[C@H](CO)N1C[C@H](C)[C@@H](CN(C)S(C)(=O)=O)Oc2ccc(NC(=O)Nc3ccccc3)cc2C1=O
 : -1 | 0 | 0 | -4 | 0 | x | x | -0.7 | 1 | -8

Pulled by compound from above:
Each structure is followed by: MazEF act | PrPC TRFRET | BoNT F protease | Anthrax LF inh2 | Rv3671c protease | SARS 3CLpro inh | DUSP3 inh | BoNT A protease | PriA SSB inh | CCHF vOTU inh
> Cc1ccc(-c2nc(CS(=O)CC(=O)NCc3ccc4c(c3)OCO4)c(C)o2)cc1 (configuration not stated)
 : 36 | x | -5 | 0 | 3 | 2 | 9 | -0.9 | -3 | x
> Cc1cc(C)c(S(=O)(=O)NC2CC(C)(C)NC(C)(C)C2)cc1Br
 : 18 | 5 | -6 | -3 | x | -2 | 19 | -2.3 | -9 | -12
> Cc1n[nH]c(C)c1S(=O)(=O)N1CCCCCC1
 : -4 | 2 | 6 | 0 | -1 | 8 | 6 | 0.2 | -5 | 0

Further compounds follow:
Each structure is followed by: MazEF act | PrPC TRFRET | BoNT F protease | Anthrax LF inh2 | Rv3671c protease | SARS 3CLpro inh | DUSP3 inh | BoNT A protease | PriA SSB inh | CCHF vOTU inh
> Cc1ccc(NC(=O)CC2OC(=O)c3ccccc32)cc1S(=O)(=O)N1CCOCC1 (configuration not stated)
 : -1 | 0 | 9 | -3 | -2 | x | x | 0.2 | 0 | 5
> COc1ccc(C(=O)NNC2=NC(C)(C)Cc3ccccc32)cc1
 : 24 | -2 | 3 | 0 | -10 | -3 | 1 | -0.4 | 0 | -2
> Cn1nccc1C(=O)Nc1ccc2c(c1)OCCO2
 : 0 | 5 | -3 | -2 | -2 | 1 | 5 | 0.1 | 6 | 6
> O=C(Nc1nnc([C@@H]2C[C@H](O)[C@@H](CO)O2)s1)c1c(F)cccc1F
 : x | -5 | -9 | -2 | x | x | x | 0.1 | x | -7
> O=[N+]([O-])c1ccc(Cl)c(Cl)c1Cl
 : 5 | -5 | 4 | 3 | -3 | x | x | 0.0 | -3 | 3
> COc1ccccc1OCC(=O)NN1Cc2ccccc2C1=N
 : 2 | -2 | 3 | -4 | 0 | 5 | -2 | -0.3 | -3 | 12
> COc1cc(NC(=O)C(=O)NNC(=O)C2CCCCC2)c(OC)cc1Cl
 : -1 | -2 | -14 | -1 | -11 | -3 | 5 | -1.5 | -10 | 6
> CCn1c(COc2ccccc2)nnc1SCC(=O)C(C)(C)C
 : -3 | 12 | -6 | 1 | -1 | 15* | 4 | -0.6 | -19 | 19
> CN(C)c1ccc(C(=O)/C=C/c2ccc(Br)cc2)cc1
 : -32 | 12 | 0 | -2 | -14 | -2 | -6 | 1.4 | 10 | -5
> CCCc1[nH]nc2c1C(c1ccc(OCCN3CCOCC3)c(OCC)c1)C(C#N)=C(N)O2 (configuration not stated)
 : 1 | 3 | -4 | 1 | -3 | -1 | -2 | 0.6 | -1 | 1
> COc1ccc(CCC(C)Nc2ccc(F)cc2)cc1 (configuration not stated)
 : -2 | -1 | -16 | -9 | -7 | 4 | 8 | -1.4 | -14 | -9
> Fc1ccc(-c2nnc(CSc3nnc(-c4ccc5c(c4)OCO5)o3)o2)cc1
 : 23 | 0 | 0 | 4 | -5 | 1 | 2 | 0.5 | -12 | 15
> COc1ccc(NC(=S)NCc2ccccc2)c(OC)c1
 : 4 | -3 | u | -23 | 0 | -2 | -13 | 0.2 | 6 | -10
> CCOc1cccc(CN2CCC(Oc3ccc(C(=O)N4CCCC4)cc3)CC2)c1
 : 8 | -14 | 2 | -1 | 3 | -1 | -4 | -1.2 | 12 | 9
> CCN1CCN(CC(=O)Nc2nc3ccccc3s2)CC1
 : 12 | 4 | u | -3 | -10 | 4 | 12 | -3.6 | -10 | 0
> CCCCn1c(CCCNC(=O)c2ccco2)nc2ccccc21
 : 3 | 2 | -1 | -2 | 5 | -1 | 14 | 0.8 | -9 | 5
> Cc1cc(C)c(CN2CCC(N3CCC(C(=O)NCC4CCCO4)CC3)CC2)cc1C (configuration not stated)
 : 1 | -3 | -1 | 2 | -6 | -1 | 29 | -2.3 | -3 | 9
> Cc1cccn2c(=O)c3cc(C(=O)NCc4ccco4)c(=N)n(CCOCCO)c3nc12
 : -117 | x | 7 | -9 | 11 | -3 | x | 0.2 | 8 | x

Gathered by group, those above with two or more sulfur atoms
Each structure is followed by: MazEF act | PrPC TRFRET | BoNT F protease | Anthrax LF inh2 | Rv3671c protease | SARS 3CLpro inh | DUSP3 inh | BoNT A protease | PriA SSB inh | CCHF vOTU inh
> CC(=O)NC1=NN(C(C)=O)C(C)(CS(=O)(=O)c2ccc3ccccc3c2)S1 (configuration not stated)
 : -12 | -6 | -4 | -1 | 0 | 1 | 9 | -0.9 | -12 | 5
> CSc1cccc(NS(=O)(=O)c2ccc(-c3coc(C)n3)cc2)c1
 : -5 | 10 | 5 | 1 | -2 | 7 | -4 | 0.6 | 1 | 18
> Cc1ccc(S(N)(=O)=O)cc1NC(=O)/C=C/c1cccs1
 : -6 | -16 | u | 6 | -1 | -7 | 21 | 0.2 | -6 | 11
> CCCC(C(=O)O)n1c(O)c(C=C2N=c3ccccc3=N2)sc1=S (configuration not stated)
 : -5 | -3 | -2 | 0 | -2 | 3 | 23 | 1.5 | 7 | 6
> Cc1ccc2sc(N(CCCN(C)C)C(=O)c3ccc(S(=O)(=O)N4CCc5ccccc5C4)cc3)nc2c1C
 : -30 | -9 | 6 | 2 | 9 | x | x | -1.4 | 10 | 0
> Cn1ccsc1=NC(=O)c1ccc(S(=O)(=O)C(F)F)cc1
 : 19 | -4 | -3 | -2 | 0 | 3 | 18 | 1.0 | 2 | 4
> Cc1csc(SCc2nc3scc(-c4ccccc4)c3c(=O)[nH]2)n1
 : 3 | 2 | 3 | -9 | -5 | 3 | 24 | -0.4 | 4 | -2

A portion of the library. The share of hits here may be higher or lower than overall.
